Bioassay records as filed in PubChem BioAssay.
GSK3B inh – human GSK3beta kinase inhibitors, primary screen, biochemical, cell-free homogeneous, HTS; activity score (negative = inhibition), % at 10 µM; GST-GSK3beta kinase, ADP-Glo luminescence, 60 min; active compounds read low; 300,000 compounds, 0.038% hits;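 active means more than half of replicate wells score below -50%, meaning over 50% inhibition versus plate controls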;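 further: 0% = median DMSO wells and -100% = median GW8510 positive control wells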
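Test system: GST-tagged human GSK3beta kinase, cell-free; evaluation: activity score scaled between in-plate DMSO and GW8510 controls; measured by: ADP-Glo luminescence; incubation: 60 min reaction, RT; benchmarks: DMSO and 20 µM GW8510; reagent: peptide substrate plus 25 µM ATP (final); medium: Tris/MgCl2 kinase buffer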
KCNQ1 act – potentiators or activators of KCNQ1 channel, primary screen, cell-based, thallium flux, high-throughput | CHO-K1 KCNQ1, thallium flux FluxOR fluorescence; active compounds read high | B-score at 10 µM | 310,000 compounds, 0.35% hits;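 active means fluorescence ratio B-score, a plate-corrected score, at least three library SD, with initial intensity B-score within 5 SD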
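Assay system: CHO-K1 cells stably expressing KCNQ1. Medium: assay buffer for compound exposure, DMSO matched across wells. Timing: 37 °C overnight plating, 90-min dark dye load, 20-min compound pretreatment. Signal: kinetic FluxOR fluorescence, 10 s baseline plus 110 s post-stimulus.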
KCNQ1 inh – inhibitors of human KCNQ1 channel, primary screen, cell-based, thallium flux, high-throughput; Potassium voltage-gated channel subfamily KQT member 1 (Homo sapiens), P51787; CHO-K1 KCNQ1, FluxOR thallium flux fluorescence; active compounds read high; B-score at 10 µM; 310,000 compounds, 1.3% hits;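 active means compounds whose thallium flux B-score, printed positive for inhibition, exceeds three library SD while starting fluorescence stays within three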;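 further: channel opened by potassium depolarization with thallium stimulus after 20 min compound exposure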
PolyA inhibitor – polyadenylation inhibitors in yeast reporter cells, primary screen, luminescence, S. cerevisiae. S. cerevisiae SKY197-pL101 polyadenylation reporter, beta-gal luminescence; efflux-impaired pdr1/pdr3 knockout yeast; score 100 = 6 SD above DMSO. calls only at 12 µM. 300,000 compounds, 0.02% hits. AID 1875, 2009;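 active means lowest replicate activity score at least 50, where 100 means six control SD above control mean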;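 further: yeast exposed to compound for 9 h at 30 °C; higher score means more reporter readthrough which indicates perturbed polyadenylation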
KCNK3 block – human KCNK3 channel inhibitors, primary screen, CHO cells, FluxOR thallium flux, B-score; Potassium channel subfamily K member 3 (Homo sapiens), O14649; B-score at 10 µM; FluxOR fluorescence; active compounds read low; 340,000 compounds, 0.84% hits;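 active means B-score under library mean minus 4 SD, starting fluorescence ratio at most library mean plus 5 SD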;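 further: more negative B-score means stronger inhibition of thallium flux through KCNK3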
Target sequence (O14649 whole entry, looked up): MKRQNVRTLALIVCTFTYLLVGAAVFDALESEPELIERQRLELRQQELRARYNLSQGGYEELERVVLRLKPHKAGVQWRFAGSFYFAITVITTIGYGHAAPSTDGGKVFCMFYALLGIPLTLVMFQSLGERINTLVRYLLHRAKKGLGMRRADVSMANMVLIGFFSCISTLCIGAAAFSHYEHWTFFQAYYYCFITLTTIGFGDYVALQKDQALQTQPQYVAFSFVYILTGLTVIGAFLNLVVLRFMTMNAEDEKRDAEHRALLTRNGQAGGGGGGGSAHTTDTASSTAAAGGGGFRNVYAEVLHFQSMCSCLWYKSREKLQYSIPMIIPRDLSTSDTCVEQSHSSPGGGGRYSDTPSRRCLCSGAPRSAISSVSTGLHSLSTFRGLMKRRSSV
hERG protect – hERG rescue from dofetilide block, primary screen, cell-based, CHO-hERG, FluxOR thallium flux, dofetilide IC70 | Voltage-gated inwardly rectifying potassium channel KCNH2 (Homo sapiens), Q12809 | dofetilide IC70 present | activation (rescue from dofetilide block), less the hit threshold, % at 10 µM | 310,000 compounds, 0.51% hits | AID 1511, 2009;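 active means activation above the mean of controls blocked by dofetilide plus 5 SD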;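 further: thallium influx through hERG after potassium depolarization seen as dye fluorescence rise; in these data hits start at about 4.7%; inactives centre near -7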
RGS4 pot – RGS4 potentiators or activators, primary screen, cell-based, HEK293 M3R inducible RGS4, calcium flux; carbachol calcium flux Fluo4; active compounds read low; B-score at 10 µM; 310,000 compounds, 0.92% hits; AID 463111, 2010;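 active means B-score of the integrated calcium signal more than 4 SD below the library mean, with starting fluorescence not abnormally high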;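 further: negative B-score means reduced calcium response which marks RGS4 activation or potentiation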
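Reagent: ECmax carbachol challenge; Test system: M3R-expressing HEK293 line, RGS4 induced by doxycycline; Schedule: overnight RGS4 induction, 30 min dye load 37 °C, 20 min compound RT; Detection: calcium dye Fluo4 fluorescence; Read-out: Agonist-evoked peak-minus-minimum fluorescence over baseline, integrated ratio, B score.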
KCNK9 inh – KCNK9 potassium channel inhibitors, primary screen, HEK293 cells, thallium flux. FluxOR thallium flux fluorescence; active compounds read low. B-score at 10 µM. 310,000 compounds, 1.2% hits. AID 488922, 2010;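 active means ratio B-score over 3 SD below the library mean, with starting fluorescence within 5 SD of its mean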;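 further: negative B-score means less thallium flux so channel inhibition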
Target sequence (Q9NPC2 whole entry, looked up): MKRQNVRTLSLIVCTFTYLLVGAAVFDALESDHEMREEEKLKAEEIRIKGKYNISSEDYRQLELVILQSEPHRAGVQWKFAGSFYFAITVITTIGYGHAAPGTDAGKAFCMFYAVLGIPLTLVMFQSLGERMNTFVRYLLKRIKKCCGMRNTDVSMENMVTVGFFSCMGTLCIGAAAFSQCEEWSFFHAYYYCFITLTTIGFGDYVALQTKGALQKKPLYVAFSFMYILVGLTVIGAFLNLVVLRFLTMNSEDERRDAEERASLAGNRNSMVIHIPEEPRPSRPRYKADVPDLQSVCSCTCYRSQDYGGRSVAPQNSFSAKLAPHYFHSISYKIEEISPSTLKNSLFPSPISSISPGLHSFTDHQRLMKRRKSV
GSK3A inh – blockers of GSK3A enzyme activity – biochemical, luminescence, cell-free homogeneous, HTS, primary screen; inhibition, % at 10 µM; AID 2650, 2010; GSK-3 alpha kinase, ADP-Glo luminescence, 60 min; Glycogen synthase kinase-3 alpha (Homo sapiens), P49840; 320,000 compounds, 0.1% hits;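 in the data active means inhibition above about 50%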;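 further: GST-tagged GSK-3 alpha with peptide substrate and 25 µM ATP; 0% = DMSO neutral wells and 100% = GW8510 positive control wells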
RGS4 block – RGS4 inhibitors, primary screen, cell-based, HEK293 M3R inducible RGS4, calcium flux. Regulator of G-protein signaling 4 (Homo sapiens), P49798. Fluo-4 calcium flux; active compounds read high; triggered by carbachol at its EC20. B-score at 10 µM. 310,000 compounds, 0.45% hits;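 active means B-score, a plate-corrected calcium signal, over three deviations above library mean, with baseline fluorescence within five deviations of library mean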;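 further: RGS4 expression induced by doxycycline in cells with stable M3 receptor; B-score is computed from the integrated fluorescence ratio over baseline after carbachol; higher B-score means a larger calcium signal and so more RGS4 inhibition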
Dyrk1A ADPGlo – rat Dyrk1A kinase inhibitors, primary screen, biochemical, single point, plate reader; inhibition, % at 12.5 µM; ADP-Glo luminescence, NFATc1 peptide; AID 504441, 2011; 310,000 compounds, 0.43% hits; Dual specificity tyrosine-phosphorylation-regulated kinase 1A (Rattus norvegicus), Q63470; in the data active means inhibition above about 50%;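 further: plate controls were vehicle with enzyme for no effect and no enzyme for full effect; many of its hits are not listed in these tables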
An asterisk follows results filed as active; i = inactive; . = no result given.

canonical_smiles | GSK3B inh | KCNQ1 act | KCNQ1 inh | PolyA inhibitor | KCNK3 block | hERG protect | RGS4 pot | KCNK9 inh | GSK3A inh | RGS4 block | Dyrk1A ADPGlo
CCCCN(CC)C(=O)Cc1ccc(Br)cc1 | 3 | i | i | i | i | -4 | i | i | -1 | i | 1
COc1ccc2cc(CCNC(=O)c3ccc(S(=O)(=O)N4CCCC4)cc3)c(=O)[nH]c2c1 | 0 | i | i | . | i | -14 | i | i | -2 | i | -7
Cc1ccc(-n2c(SCc3ccc(C#N)cc3)nnc2-c2ccccn2)cc1 | 1 | i | i | i | i | -7 | i | i | -1 | i | 5
CCCCC1(C)OC(=O)C(=Cc2ccc(N(CC)CC)cc2)C(=O)O1 (stereo not drawn) | 3 | i | i | i | i | -8 | i | i | . | i | 0
Cc1nn(-c2nnc(C)c(=O)[nH]2)c(C)c1SCC(=O)Nc1ccc(F)cc1 | 1 | i | i | i | i | -10 | i | i | -1 | i | 1
Cc1ncc(CO)c(CNc2ccc(Oc3ccccc3)cc2)c1O | 3 | i | i | i | i | -14 | i | i | -2 | i | -6
CCN(CC)S(=O)(=O)c1ccc(O)c(C(=O)OCC(=O)NC2CCCC2)c1 | 1 | i | i | i | i | -6 | i | i | -2 | i | 3
CC1(CCC(=O)N2CCCC(Nc3ccc(F)cc3)C2)CC1 (stereo not drawn) | -1 | i | i | i | i | -11 | i | i | -2 | i | 1
CCN(Cc1ccccc1)C(=O)C1CCN(Cc2sccc2C)CC1 | 2 | i | i | i | i | -4 | i | i | 2 | i | 0
C/C(=N\N=C(N)N)c1cccc(Cl)c1 | 0 | i | i | i | i | -4 | i | i | . | i | .
O=C(Nc1ccc2[nH]ncc2c1)c1ccccc1Br | 0 | i | i | i | i | -13 | i | i | 1 | i | 24
CCOC(=O)c1csc(NC(=O)c2ccc(N3C(=O)CCC3=O)cc2)n1 | -1 | i | i | i | i | -4 | i | i | -40 | i | -5
O=C(Nn1cnnc1)c1cc2c(s1)CCCC2 | -2 | i | i | i | i | -8 | i | i | 1 | i | 0
O=C(O)c1cccc(Nc2nc(Nc3ccccc3)nc(N3CCCC3)n2)c1 | 1 | i | i | i | i | -4 | i | i | -3 | i | -4
COc1ccc(CC(NC(C)=O)C(=O)NC2CCN(c3nnnn3-c3ccccc3)CC2)cc1 (stereo not drawn) | 1 | i | i | i | i | -10 | i | i | 1 | i | -9
CC(C)Cn1cc(C(=O)N2CCC(C)CC2)c2c3ccccc3n(C)c2c1=O | 2 | i | i | i | i | -13 | i | i | -3 | i | -3
COc1ccc(S(=O)(=O)NC(C)C(=O)Nc2ccccc2C(F)(F)F)cc1 (stereo not drawn) | 2 | i | i | i | i | -9 | i | i | 2 | i | 5
COc1ccc(NC(=O)Cn2c([N+](=O)[O-])cnc2C)cc1Cl | 1 | i | i | i | i | -1 | i | i | 0 | i | -5
CCc1nnc(NS(=O)(=O)c2ccc(NC(=S)NC(=O)c3ccc(OC)c(OC)c3)cc2)s1 | 0 | i | i | i | i | -11 | i | i | -1 | i | 12
COC(=O)C1=NN(C(=O)c2ccccc2)C(O)(c2ccc([N+](=O)[O-])cc2)C1 (stereo not drawn) | -19 | i | i | i | i | -7 | i | i | 0 | i | 8
COCC(=O)N(CCc1ccc(OC)cc1)Cc1nc2ccccc2c(=O)[nH]1 | 2 | i | i | i | i | 1 | i | i | 3 | i | -5
Cn1c(=O)n(C)c2cc(NS(=O)(=O)c3ccc(Br)s3)ccc21 | 0 | i | i | i | i | -6 | i | i | -2 | i | -1
CCOC(=O)CC(=O)CSc1nc(-c2ccccc2)cc(-c2ccc(Cl)cc2)c1C#N | 5 | i | i | i | i | -5 | i | i | -5 | i | 3
CCOC(=O)CN1C(=O)C(O)(C2CCc3ccccc3C2=O)c2ccccc21 (stereo not drawn) | 1 | i | i | i | i | -6 | i | i | 0 | i | 14

Full records from above. Order of screens: GSK3B inh	KCNQ1 act	KCNQ1 inh	PolyA inhibitor	KCNK3 block	hERG protect	RGS4 pot	KCNK9 inh	GSK3A inh	RGS4 block	Dyrk1A ADPGlo
COC(=O)C1=NN(C(=O)c2ccccc2)C(O)(c2ccc([N+](=O)[O-])cc2)C1 (stereo not drawn) is listed as -19	i	i	i	i	-7	i	i	0	i	8
COc1ccc(NC(=O)Cn2c([N+](=O)[O-])cnc2C)cc1Cl is listed as 1	i	i	i	i	-1	i	i	0	i	-5

A different layout for part of the listing above.
Values in the order: GSK3B inh	KCNQ1 act	KCNQ1 inh	PolyA inhibitor	KCNK3 block	hERG protect	RGS4 pot	KCNK9 inh	GSK3A inh	RGS4 block	Dyrk1A ADPGlo
> CCCCN(CC)C(=O)Cc1ccc(Br)cc1
 : 3	i	i	i	i	-4	i	i	-1	i	1
> COc1ccc2cc(CCNC(=O)c3ccc(S(=O)(=O)N4CCCC4)cc3)c(=O)[nH]c2c1
 : 0	i	i	.	i	-14	i	i	-2	i	-7
> Cc1ccc(-n2c(SCc3ccc(C#N)cc3)nnc2-c2ccccn2)cc1
 : 1	i	i	i	i	-7	i	i	-1	i	5
> CCCCC1(C)OC(=O)C(=Cc2ccc(N(CC)CC)cc2)C(=O)O1 (stereo not drawn)
 : 3	i	i	i	i	-8	i	i	.	i	0
> Cc1nn(-c2nnc(C)c(=O)[nH]2)c(C)c1SCC(=O)Nc1ccc(F)cc1
 : 1	i	i	i	i	-10	i	i	-1	i	1
> Cc1ncc(CO)c(CNc2ccc(Oc3ccccc3)cc2)c1O
 : 3	i	i	i	i	-14	i	i	-2	i	-6
> CCN(CC)S(=O)(=O)c1ccc(O)c(C(=O)OCC(=O)NC2CCCC2)c1
 : 1	i	i	i	i	-6	i	i	-2	i	3
> CC1(CCC(=O)N2CCCC(Nc3ccc(F)cc3)C2)CC1 (stereo not drawn)
 : -1	i	i	i	i	-11	i	i	-2	i	1
> CCN(Cc1ccccc1)C(=O)C1CCN(Cc2sccc2C)CC1
 : 2	i	i	i	i	-4	i	i	2	i	0
> C/C(=N\N=C(N)N)c1cccc(Cl)c1
 : 0	i	i	i	i	-4	i	i	.	i	.
> O=C(Nc1ccc2[nH]ncc2c1)c1ccccc1Br
 : 0	i	i	i	i	-13	i	i	1	i	24
> CCOC(=O)c1csc(NC(=O)c2ccc(N3C(=O)CCC3=O)cc2)n1
 : -1	i	i	i	i	-4	i	i	-40	i	-5

This is a subset; the hit share may differ from the screen's.
